TcdB GH inh = blocks C. difficile toxin B glycohydrolase activity; TcdB glycohydrolase enzymatic assay, plate reader; inhibition, % at 9.99 µM; 350,000 compounds, 0.24% hits; in the data active = inhibition above about 10%
Target sequence (P18177 whole entry, looked up): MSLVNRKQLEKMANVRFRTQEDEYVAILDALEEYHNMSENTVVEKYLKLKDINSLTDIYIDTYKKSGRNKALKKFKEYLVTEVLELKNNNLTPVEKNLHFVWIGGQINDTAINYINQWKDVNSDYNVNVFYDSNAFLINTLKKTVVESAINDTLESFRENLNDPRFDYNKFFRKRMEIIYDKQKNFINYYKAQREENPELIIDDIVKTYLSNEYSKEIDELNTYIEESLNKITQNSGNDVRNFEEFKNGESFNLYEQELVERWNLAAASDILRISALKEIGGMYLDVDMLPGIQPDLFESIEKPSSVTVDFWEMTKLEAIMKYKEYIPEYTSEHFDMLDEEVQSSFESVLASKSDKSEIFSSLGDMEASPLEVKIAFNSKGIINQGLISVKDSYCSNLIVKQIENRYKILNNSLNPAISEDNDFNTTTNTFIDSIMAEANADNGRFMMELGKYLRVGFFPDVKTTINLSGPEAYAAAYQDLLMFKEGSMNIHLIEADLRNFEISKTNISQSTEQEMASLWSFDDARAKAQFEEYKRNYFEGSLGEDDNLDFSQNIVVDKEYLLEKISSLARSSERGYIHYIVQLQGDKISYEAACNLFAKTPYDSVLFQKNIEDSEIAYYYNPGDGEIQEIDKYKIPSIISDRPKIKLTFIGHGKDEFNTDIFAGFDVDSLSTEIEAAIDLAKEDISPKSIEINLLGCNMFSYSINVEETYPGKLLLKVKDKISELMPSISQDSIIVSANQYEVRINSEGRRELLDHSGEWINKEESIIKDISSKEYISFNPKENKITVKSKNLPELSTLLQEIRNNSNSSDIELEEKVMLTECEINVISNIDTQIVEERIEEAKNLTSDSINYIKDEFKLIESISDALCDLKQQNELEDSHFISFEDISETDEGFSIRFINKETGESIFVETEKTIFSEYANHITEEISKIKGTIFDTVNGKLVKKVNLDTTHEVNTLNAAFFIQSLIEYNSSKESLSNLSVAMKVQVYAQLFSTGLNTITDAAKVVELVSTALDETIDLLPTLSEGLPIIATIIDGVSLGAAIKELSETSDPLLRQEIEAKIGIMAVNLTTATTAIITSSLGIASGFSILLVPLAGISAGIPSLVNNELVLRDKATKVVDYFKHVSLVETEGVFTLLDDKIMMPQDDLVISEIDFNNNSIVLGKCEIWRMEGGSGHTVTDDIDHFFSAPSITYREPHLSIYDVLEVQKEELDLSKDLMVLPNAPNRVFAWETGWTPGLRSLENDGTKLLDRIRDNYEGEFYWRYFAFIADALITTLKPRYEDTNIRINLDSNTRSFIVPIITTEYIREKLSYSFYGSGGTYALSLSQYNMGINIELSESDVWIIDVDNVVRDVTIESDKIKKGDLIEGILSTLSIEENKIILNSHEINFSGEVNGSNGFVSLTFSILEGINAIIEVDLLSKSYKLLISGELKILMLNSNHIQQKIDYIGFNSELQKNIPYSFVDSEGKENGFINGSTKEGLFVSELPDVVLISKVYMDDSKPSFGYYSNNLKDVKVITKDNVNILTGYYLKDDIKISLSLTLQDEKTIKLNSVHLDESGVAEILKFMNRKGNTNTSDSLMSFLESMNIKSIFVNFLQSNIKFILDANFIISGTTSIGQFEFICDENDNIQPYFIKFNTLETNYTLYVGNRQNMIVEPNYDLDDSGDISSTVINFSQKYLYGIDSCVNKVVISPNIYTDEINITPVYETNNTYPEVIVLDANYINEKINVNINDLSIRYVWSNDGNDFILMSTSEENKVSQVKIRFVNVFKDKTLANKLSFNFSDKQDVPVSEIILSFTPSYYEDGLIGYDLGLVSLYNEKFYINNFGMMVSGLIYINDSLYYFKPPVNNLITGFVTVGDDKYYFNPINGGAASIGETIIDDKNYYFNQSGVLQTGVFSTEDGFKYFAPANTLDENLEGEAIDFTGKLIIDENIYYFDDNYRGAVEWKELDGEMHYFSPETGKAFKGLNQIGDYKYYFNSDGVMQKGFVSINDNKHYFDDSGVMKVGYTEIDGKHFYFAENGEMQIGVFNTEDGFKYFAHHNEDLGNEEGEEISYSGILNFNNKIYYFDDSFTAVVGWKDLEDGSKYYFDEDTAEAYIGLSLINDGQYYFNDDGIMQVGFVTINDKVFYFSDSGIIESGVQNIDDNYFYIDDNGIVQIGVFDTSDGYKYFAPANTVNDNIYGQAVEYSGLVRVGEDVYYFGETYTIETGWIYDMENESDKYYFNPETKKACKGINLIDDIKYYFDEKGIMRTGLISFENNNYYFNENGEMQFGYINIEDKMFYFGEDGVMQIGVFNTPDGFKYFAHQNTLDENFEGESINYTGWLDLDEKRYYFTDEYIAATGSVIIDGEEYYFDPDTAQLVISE
Numbers without * were called inactive; & = joins results of further samples. Not all compounds are listed; rates above refer to the full screens.

compound	TcdB GH inh
C[C@@H]1CN([C@@H](C)CO)C(=O)c2cc(NC(=O)Cc3cn(C)c4ccccc34)ccc2O[C@@H]1CN(C)Cc1ccc(C(=O)O)cc1	-1.6
C[C@@H]1CCCCO[C@@H](CN(C)S(=O)(=O)c2cn(C)cn2)[C@@H](C)CN([C@@H](C)CO)C(=O)c2cc(NS(=O)(=O)c3ccc(Cl)cc3)ccc2O1	0.7
COc1ccccc1C#Cc1ccc2c(c1)O[C@H](CN(C)Cc1cncnc1)[C@@H](C)CN([C@H](C)CO)S2(=O)=O	0.3
CO[C@@H]1CN(C)C(=O)c2ccc(NC(=O)Nc3cccc(Cl)c3)cc2OC[C@H](C)NC[C@@H]1C	0.2
CC(=O)N(C)C[C@@H]1[C@@H](c2ccccc2)[C@H](CO)N1C(=O)C1CC1	1.5
Cc1noc(C)c1NC(=O)Nc1cccc2c1O[C@@H](CN(C)Cc1ccc(C(F)(F)F)cc1)[C@@H](C)CN([C@@H](C)CO)C2=O	-0.9
C[C@@H]1CN([C@@H](C)CO)C(=O)c2cccc(NC(=O)C3CCCCC3)c2O[C@@H]1CN(C)CC1CC1	0.6
CCNC(=O)C[C@@H]1CC[C@H]2[C@@H](COC[C@H](O)CN2Cc2ccncc2)O1	-0.6
C[C@H]1CN([C@@H](C)CO)C(=O)c2cc(-c3cccc(F)c3)cnc2O[C@H]1CN(C)C(=O)Nc1ccccc1F	0.5
C[C@@H]1CN([C@@H](C)CO)C(=O)c2cc(NS(=O)(=O)c3ccccc3)ccc2O[C@H]1CN(C)Cc1ccc(-c2ccccc2)cc1	0.1
C[C@H]1CN([C@@H](C)CO)C(=O)c2cc(NC(=O)C3CCCCC3)ccc2O[C@@H]1CN(C)S(=O)(=O)c1ccc(Cl)cc1	-0.2
O=C(c1ccncc1)N1CCCCN2[C@@H](CO)[C@H](c3ccc(-c4ccccc4)cc3)[C@@H]2C1	0.8
CN1C(=O)c2cc(NC(=O)c3cccs3)ccc2OC[C@@H]2O[C@@H](CC(=O)NCCN3CCCCC3)CC[C@@H]21	-3.6
CCCC#Cc1cnc2c(c1)C(=O)N([C@@H](C)CO)C[C@H](C)[C@@H](CN(C)Cc1ccc(F)cc1)O2	1.1
CC(C)CC#Cc1ccc2c(c1)O[C@H](CN(C)C(=O)CC1CC1)[C@@H](C)CN([C@H](C)CO)S2(=O)=O	0.5
CCC(=O)N1C[C@H](C)[C@H](OC)CN(C)C(=O)c2cc(NC(=O)NC(C)C)ccc2OC[C@H]1C	-0.7
CO[C@@H]1CN(C)C(=O)c2cc(NC(=O)C3CC3)ccc2OC[C@@H](C)N(Cc2cccnc2)C[C@@H]1C	0.7
C[C@@H]1CN([C@@H](C)CO)C(=O)c2cc(NC(=O)CCCN(C)C)ccc2O[C@@H](C)CCCCO[C@@H]1CN(C)S(=O)(=O)c1ccccc1	0.0
CN(C)C(=O)c1cccc(-c2ccc([C@@H]3[C@H]4CN(C(=O)C5CCC5)CC(=O)N4[C@H]3CO)cc2)c1	-0.4
C[C@@H]1CN([C@H](C)CO)C(=O)Cc2cc(NS(=O)(=O)c3ccc(F)cc3)ccc2O[C@@H]1CN(C)S(=O)(=O)c1ccc(F)cc1	0.0
O=C(NCC[C@H]1CC[C@@H](NC(=O)c2cccnc2)[C@@H](CO)O1)Nc1ccc(Cl)cc1	0.9
CC=Cc1ccc2n(c1=O)C[C@@H]1[C@@H](CO)[C@H](C(=O)NCCC)[C@H]2N1C(=O)c1ccccc1 (mixture of isomers)	0.3
COc1ccc(NC(=O)N(C)C[C@H]2Oc3ccc(NC(=O)Cc4cn(C)c5ccccc45)cc3C(=O)N([C@@H](C)CO)C[C@@H]2C)cc1	1.0
C[C@@H]1CN([C@H](C)CO)C(=O)c2cccc(NC(=O)c3ccncc3)c2O[C@H]1CN(C)Cc1ccc2c(c1)OCO2	0.2
C[C@@H]1CN([C@@H](C)CO)C(=O)Cc2cc(NC(=O)NC3CCCCC3)ccc2O[C@H]1CN(C)S(=O)(=O)c1ccc(F)cc1	0.1
C[C@@H]1CN([C@H](C)CO)C(=O)c2cc(NC(=O)Cn3cnnn3)ccc2O[C@H]1CN(C)C(=O)Nc1ccc2c(c1)OCO2	-0.7
O=C(c1ccncc1)N1CC[C@H]2[C@H](CO)Nc3ccc(-c4ccccc4)cc3[C@H]21	4.6
COc1ccc(NC(=O)N(C)C[C@H]2OCCCC[C@H](C)Oc3ccc(NC(=O)Nc4ccc(C(F)(F)F)cc4)cc3C(=O)N([C@H](C)CO)C[C@@H]2C)cc1	-0.2
COCC(=O)N(C)C[C@@H]1Oc2ncc(C#Cc3cccnc3)cc2C(=O)N([C@@H](C)CO)C[C@H]1C	-12
Cc1noc(C)c1NC(=O)N(C)C[C@@H]1OCCCC[C@@H](C)Oc2ccc(NC(=O)Cc3ccccc3)cc2C(=O)N([C@H](C)CO)C[C@H]1C	1.8
CCCNC(=O)C[C@@H]1CC[C@@H]2[C@H](COc3ccc(NS(=O)(=O)CC)cc3C(=O)N2C)O1	-0.4
OC[C@@H]1[C@H](c2ccc(C#Cc3ccccc3F)cc2)[C@@H]2CN(Cc3cncnc3)CCCCN12	-7.3
O=C(C[C@@H]1CC[C@H]2[C@@H](COC[C@@H](O)CN2Cc2ccc3c(c2)OCO3)O1)Nc1ccccc1	-0.6
Cc1ccc(S(=O)(=O)Nc2ccc3c(c2)C(=O)N([C@@H](C)CO)C[C@H](C)[C@H](CN(C)Cc2ccccc2)O3)cc1	0.2
CCCNC(=O)[C@@H]1[C@@H](CO)[C@@H]2Cn3c(ccc(-c4ccccc4F)c3=O)[C@@H]2N1CC1CC1	-0.3
C/C=C/c1cnc2c(c1)C(=O)N([C@@H](C)CO)C[C@@H](C)[C@@H](CN(C)C(=O)Nc1ccccc1F)O2	-1.7
O=C(N[C@H]1CC[C@H](CCn2cc(C3(O)CCCC3)nn2)O[C@@H]1CO)C1CCCC1	-0.5
CCCC#Cc1ccc2c(c1)O[C@H](CN(C)Cc1cncnc1)[C@H](C)CN([C@H](C)CO)S2(=O)=O	0.9
CCC(=O)Nc1ccc2c(c1)OC[C@@H](C)N(C(=O)NC(C)C)C[C@H](C)[C@@H](OC)CN(C)C2=O	8.8
COc1ccc2c3c(n(C)c2c1)[C@@H](CO)N(C(=O)Nc1ccccc1F)CC31CCN(C(C)=O)CC1	-0.3

A second format for some results above.
CCNC(=O)C[C@@H]1CC[C@H]2[C@@H](COC[C@H](O)CN2Cc2ccncc2)O1
  TcdB GH inh = -0.6
C[C@H]1CN([C@@H](C)CO)C(=O)c2cc(-c3cccc(F)c3)cnc2O[C@H]1CN(C)C(=O)Nc1ccccc1F
  TcdB GH inh = 0.5
C[C@@H]1CN([C@@H](C)CO)C(=O)c2cc(NS(=O)(=O)c3ccccc3)ccc2O[C@H]1CN(C)Cc1ccc(-c2ccccc2)cc1
  TcdB GH inh = 0.1
C[C@H]1CN([C@@H](C)CO)C(=O)c2cc(NC(=O)C3CCCCC3)ccc2O[C@@H]1CN(C)S(=O)(=O)c1ccc(Cl)cc1
  TcdB GH inh = -0.2

Remaining list, next part:
compound	TcdB GH inh
COc1ccc(-c2ccc3c(c2)O[C@H](CN(C)C(C)=O)[C@@H](C)CN([C@@H](C)CO)S3(=O)=O)cc1	0.6
CC(C)NC(=O)Nc1cccc2c1O[C@@H](CN(C)CC1CC1)[C@H](C)CN([C@H](C)CO)C2=O	-2.1
COCC(=O)N1C[C@@H](C)[C@@H](OC)CN(C)C(=O)c2cc(NC(=O)c3ccc(F)cc3)ccc2OC[C@H]1C	-0.1
CN(C)C(=O)C[C@H]1CC[C@H](NC(=O)C2CC2)[C@H](CO)O1	-1.4
O=C(Nc1ccccc1)N1C[C@H]2[C@@H](c3ccccc31)[C@H](CO)N2C(=O)Cc1ccccn1	-0.3
Cc1ccc(-c2ccc(C3[C@@H]4CN(S(=O)(=O)c5ccccc5)C[C@H]3N4)cc2)cc1 (some centres undefined)	-0.6&-0.9
C[C@H](O)C#Cc1ccc2c(c1)O[C@@H](CN(C)C(=O)c1ccccc1)[C@@H](C)CN([C@@H](C)CO)S2(=O)=O	-0.3
Cc1ccc(S(=O)(=O)N(C)C[C@@H]2Oc3ccc(NS(=O)(=O)c4ccc(F)cc4)cc3CC(=O)N([C@@H](C)CO)C[C@H]2C)cc1	0.5
O=C(Nc1ccccc1F)N[C@H]1CC[C@@H](CCNS(=O)(=O)c2ccc(Cl)cc2)O[C@H]1CO	0.6
CN1C[C@@H]2[C@H](c3ccccc31)[C@H](CO)N2C(=O)Nc1ccc(F)cc1	0.0
Cc1ccc(S(=O)(=O)N(C)C[C@@H]2Oc3ccc(NC(=O)Nc4ccccc4)cc3C(=O)N([C@H](C)CO)C[C@@H]2C)cc1	0.8
C[C@@H]1CN([C@@H](C)CO)C(=O)c2cc(NC(=O)c3ccccc3)ccc2O[C@@H](C)CCCCO[C@@H]1CN(C)C(=O)Nc1ccc(C(F)(F)F)cc1	-3.4
C/C=C/c1ccc2c(c1)O[C@H](CN(C)C(=O)c1ccc(F)cc1)[C@@H](C)CN([C@H](C)CO)S2(=O)=O	1.6
Cc1noc(C)c1NC(=O)N(C)C[C@@H]1Oc2c(NS(=O)(=O)c3cccs3)cccc2C(=O)N([C@@H](C)CO)C[C@@H]1C	-2.3
O=C(Cc1ccccc1)N1CC2(C1)[C@H](c1ccccc1)[C@@H](CO)N2C(=O)Cc1ccccc1	0.3
CCS(=O)(=O)N1CCC2(CC1)CN(S(=O)(=O)c1cn(C)cn1)[C@@H](CO)c1[nH]c3cc(OC)ccc3c12	1.1
C[C@H](CO)N1C[C@H](C)[C@@H](CN(C)Cc2ccc(C(=O)O)cc2)Oc2ccc(NC(=O)NC3CCCCC3)cc2CC1=O	-0.8
COC(=O)[C@@H]1[C@@H](CO)[C@@H]2Cn3c(ccc(C4=CCCCC4)c3=O)[C@@H]2N1C(=O)C1CCC1	0.9
COc1ccccc1S(=O)(=O)N(C)C[C@H]1Oc2ncc(Br)cc2C(=O)N([C@@H](C)CO)C[C@H]1C	-0.3
C[C@H]1CN([C@@H](C)CO)C(=O)c2cccc(NC(=O)c3ccncc3)c2O[C@@H]1CN(C)C(=O)Nc1ccc(F)cc1	-7.8
O=C(c1ccc(F)cc1)N1CC2(C1)[C@H](c1ccccc1)[C@H](CO)N2Cc1ccccn1	-0.3
Cc1ccc(S(=O)(=O)N2C[C@H]3O[C@H](CNS(=O)(=O)c4ccccc4C)CC[C@H]32)cc1	-0.1
COc1cccc(NC(=O)C[C@@H]2CC[C@@H]3[C@@H](COc4ccc(NC(=O)C5CC5)cc4C(=O)N3C)O2)c1	0.2
CCCNC(=O)N(C)C[C@H]1Oc2ncc(-c3ccc(F)cc3)cc2C(=O)N([C@@H](C)CO)C[C@@H]1C	0.8
COc1cccc(-c2ccc3c(c2)O[C@H](CN(C)C(=O)C2CCCCC2)[C@@H](C)CN([C@@H](C)CO)S3(=O)=O)c1	-0.6
CCCC#Cc1ccc2c(c1)O[C@@H](CN(C)C(=O)CN(C)C)[C@H](C)CN([C@@H](C)CO)S2(=O)=O	0.3
CCCC#Cc1cnc2c(c1)C(=O)N([C@@H](C)CO)C[C@@H](C)[C@@H](CN(C)C(=O)Nc1cccc(F)c1)O2	-4.8
COCC(=O)Nc1ccc2c(c1)C(=O)N(C)C[C@H](OC)[C@H](C)CN(C)[C@@H](C)CO2	-0.2
C[C@H](CO)N1C[C@H](C)[C@@H](CN(C)Cc2ccc(C(=O)O)cc2)Oc2ccc(NS(=O)(=O)c3ccc(Cl)cc3)cc2CC1=O	-1.6
C[C@@H]1CN([C@@H](C)CO)C(=O)c2cccc(NC(=O)CCCCCC(=O)Nc3ccccc3N)c2O[C@@H]1CN(C)S(=O)(=O)c1cccs1	-0.5
C[C@H]1CN([C@@H](C)CO)C(=O)c2cc(NS(=O)(=O)c3cn(C)cn3)ccc2O[C@H]1CN(C)Cc1ccc(C(=O)O)cc1	0.5
C[C@H]1CN([C@@H](C)CO)C(=O)Cc2cc(NC(=O)CCCCCC(=O)Nc3ccccc3N)ccc2O[C@H]1CN(C)Cc1ccc(Cl)c(Cl)c1	0.1
O=C(C[C@@H]1CC[C@H](NC(=O)Nc2cc(F)ccc2F)[C@@H](CO)O1)Nc1ccc(-c2ccccc2)cc1	-4.8
C[C@H](CO)N1C[C@H](C)[C@@H](CN(C)Cc2ccc(C(F)(F)F)cc2)OCCCC[C@H](C)Oc2ccc(NS(=O)(=O)c3cn(C)cn3)cc2C1=O	0.4
C[C@H](CO)N1C[C@H](C)[C@@H](CN(C)C(=O)Nc2ccccc2)Oc2cc(C#Cc3ccccc3)ccc2S1(=O)=O	0.3
CCCNC(=O)N1CC2(CCN(C(=O)Nc3cccc(F)c3)CC2)c2c(n(C)c3cc(OC)ccc23)[C@@H]1CO	-0.1
O=C(C[C@@H]1C=C[C@@H](NC(=O)C2CC2)[C@@H](CO)O1)NCCCN1CCOCC1	-1.2
C[C@@H]1CCCCO[C@H](CN(C)CC2CC2)[C@H](C)CN([C@@H](C)CO)C(=O)c2cc(NS(=O)(=O)c3ccc(F)cc3)ccc2O1	0.1
O=C(C[C@H]1C[C@H]2c3cc(NC(=O)c4ccc5c(c4)OCO5)ccc3O[C@H]2[C@@H](CO)O1)NCC1CC1	-0.8
CCCC#Cc1ccc2c(c1)O[C@H](CN(C)C(=O)CN(C)C)[C@@H](C)CN([C@@H](C)CO)S2(=O)=O	0.1
O=C(c1ccccn1)N1CC(=O)N2[C@H](CO)[C@@H](c3ccc(C#CCc4ccccc4)cc3)[C@H]2C1	-1.3

Assay outcomes as filed in PubChem.
